Hck-Nef inh: inhibitors of Nef-activated human Hck kinase, primary screen, biochemical, Z-Lyte FRET, 384-well, Hck-YEEI; Tyrosine-protein kinase HCK (Homo sapiens), P08631; Recombinant Hck-YEEI plus Nef, Z-Lyte FRET kinase assay; inhibition, % at 20 µM; hit rate 0.68% among 220,000;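 active = Hck-Nef kinase inhibition above about 50%, limit read from the data; inactive = inhibition below that limit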;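 also: 0% = DMSO with Hck plus Nef and 100% = Hck alone without Nef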
Runt-CBFb FRET: inhibitors of RUNX1 Runt–CBFb binding, primary screen, biochemical, FRET, Cerulean-Runt, Venus-CBFb, uHTS. Cerulean-Runt/Venus-CBFb FRET ratio 530/480, 1 h. inhibition, % at 20 µM. hit rate 0.46% among 220,000;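 active = inhibition over about 50% at 20 µM in the single-dose screen, limit read from the data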;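 also: 0% = DMSO wells and 100% = excess unlabeled CBFb competitor control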
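Assay system: Cerulean-Runt domain fusion protein, energy donor; Signal: fluorescence energy transfer, 422 nm excitation, 530/480 nm emission; Timing: 1 h compound exposure, room temperature; Control set: unlabeled CBFb; Medium: Tris buffer pH 7.5 with salts and BSA; Compound: single test concentration of 20 µM, 1% DMSO final; Probe or stimulus: Venus-CBFb 100 nM.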
p97 ATPase inh: inhibitors of human p97 ATPase, primary screen, biochemical; Transitional endoplasmic reticulum ATPase (Homo sapiens), P55072; recombinant p97 ATPase, Kinase-Glo ATP luminescence, 3 h; inhibition, % at 8 µM; hit rate 0.42% among 220,000; AID 1481, 2009; in the data active = inhibition above about 15%;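 also: 0% = DMSO vehicle and 100% = wells lacking enzyme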
NPY2 pot ag: NPY-Y2 potentiators or agonists, primary screen, cell-based; cells expressing NPY-Y2, potentiator/agonist read-out; hit rate 0.45% among 220,000; activation, % at 3.6 µM; AID 1359, 2008; Neuropeptide Y receptor type 2 (Homo sapiens), P49146; in the data active = activation above about 27%;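 also: cells stimulated with NPY near EC25 plus isoproterenol at EC100; 0% = vehicle plus submaximal agonist and 100% = vehicle plus saturating agonist; some results beyond the cut were filed as inactive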
Target sequence (P49146 whole entry, looked up): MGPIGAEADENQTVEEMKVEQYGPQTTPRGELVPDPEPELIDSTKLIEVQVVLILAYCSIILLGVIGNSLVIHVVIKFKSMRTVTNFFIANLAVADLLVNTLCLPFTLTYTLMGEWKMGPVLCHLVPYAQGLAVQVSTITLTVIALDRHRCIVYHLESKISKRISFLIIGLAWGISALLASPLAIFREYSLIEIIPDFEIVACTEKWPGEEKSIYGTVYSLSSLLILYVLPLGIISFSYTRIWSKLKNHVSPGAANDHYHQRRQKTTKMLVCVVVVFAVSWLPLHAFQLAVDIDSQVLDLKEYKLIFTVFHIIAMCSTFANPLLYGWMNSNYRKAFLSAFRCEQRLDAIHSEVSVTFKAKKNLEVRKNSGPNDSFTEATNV
Runt-SMMHC FRET: inhibitors of RUNX1 Runt–CBFb-SMMHC binding, primary screen, biochemical, FRET, Cerulean-Runt, Venus-CBFb-SMMHC, uHTS | AID 1434, 2008 | Cerulean-Runt/Venus-CBFb-SMMHC FRET ratio 530/480, 1 h | inhibition, % at 20 µM | hit rate 0.74% among 220,000;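 active = mean inhibition across duplicate retests at 20 µM reaching about 50%, limit read from the data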;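 also: 0% = DMSO wells and 100% = wells with excess untagged CBFb-SMMHC; inhibitors lower the FRET ratio by blocking Runt binding to CBFb-SMMHC; some results filed as inactive read as strong as hits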
RBBP9 inhibitor: human RBBP9 inhibitors, primary screen, biochemical, fluorescence polarization, FP-Rh probe, HTS. recombinant RBBP9. inhibition, % at 7.94 µM. hit rate 0.2% among 220,000. AID 1515, 2009;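 active = inhibition above the campaign mean of all tested compounds plus 3 SD, cut at about 14% in these data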;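 also: plate controls were DMSO wells with RBBP9 for no effect and wells lacking RBBP9 protein for full effect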
Target sequence (O75884 whole entry, looked up): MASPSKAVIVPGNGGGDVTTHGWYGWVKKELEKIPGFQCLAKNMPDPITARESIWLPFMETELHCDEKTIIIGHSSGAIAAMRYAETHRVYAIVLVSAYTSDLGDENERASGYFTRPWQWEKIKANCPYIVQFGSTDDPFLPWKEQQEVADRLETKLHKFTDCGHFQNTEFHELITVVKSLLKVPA
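Assay system: recombinant human RBBP9; Reagent: Serine-hydrolase probe FP-Rh, 375 nM pre-mixing; Doses: 7.94 µM single dose, 0.794% DMSO; Incubation: 30 min then 45 min, 25 °C; Detection: fluorescence polarization (mP), excitation 525 nm, emission 598 nm; Evaluation: percent inhibition from mP, scaled between DMSO and no-protein wells.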
MDM2 E3 inh: MDM2-luciferase reporter signal enhancers, primary screen, MDM2 E3 ligase inhibitor project, cell-based, luminescence, 1536-well. cell-based MDM2 ubiquitination luciferase reporter, 2 h; 0 = plate control, 100 = twice control, blank-subtracted. signal enhancement, % at 5 µM. hit rate 0.11% among 210,000;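 active = signal enhancement of 30% or more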;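 also: luminescence tracks abundance of the self-degrading MDM2-luciferase fusion protein; higher signal means inhibition of MDM2 E3 ligase activity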
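Material: stable MDM2–luciferase fusion reporter cells / Quantity: 2000 cells/well / Dosing: single 5 µM compound dose, 0.2% final DMSO / Buffer or medium: DMEM / Schedule: 4 h cell settling then 2 h compound exposure, 37 °C / Detection: luminescence with SteadyLite reagent, 15 min at room temperature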
NPY-Y1 PAM-ag: NPY-Y1 receptor potentiators or agonists, primary screen, cell-based; Neuropeptide Y receptor type 1 (Homo sapiens), P25929; NPY-Y1 expressing cells, potentiator/agonist activation; activation, % at 3.6 µM; hit rate 0.37% among 220,000; in the data active = activation above about 33%, passing the limit was not always enough;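 also: cells stimulated with NPY at EC10 then isoproterenol at EC100; 0% = low agonist plus stimulus and 100% = saturating agonist plus stimulus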
Target sequence (P25929 whole entry, looked up): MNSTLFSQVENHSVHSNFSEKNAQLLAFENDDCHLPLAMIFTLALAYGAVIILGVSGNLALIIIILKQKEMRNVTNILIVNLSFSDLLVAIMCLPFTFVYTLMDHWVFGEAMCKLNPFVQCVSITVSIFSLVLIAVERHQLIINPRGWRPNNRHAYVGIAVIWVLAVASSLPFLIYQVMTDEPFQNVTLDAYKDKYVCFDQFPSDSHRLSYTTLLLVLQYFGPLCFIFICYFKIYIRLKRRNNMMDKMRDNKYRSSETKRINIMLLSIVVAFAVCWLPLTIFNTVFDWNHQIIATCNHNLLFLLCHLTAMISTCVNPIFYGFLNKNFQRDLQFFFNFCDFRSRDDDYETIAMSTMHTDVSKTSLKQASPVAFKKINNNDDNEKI
NPY-Y1 antag: NPY-Y1 receptor antagonists, primary screen, cell-based; HEK293-CNG Y1 cells, membrane potential fluorescence; NPY at EC95, then isoproterenol; inhibition, % at 3.6 µM; hit rate 1% among 200,000;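 active = inhibition above the campaign mean inhibition of all tested compounds plus 3 SD, cut at about 20% in these data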;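 also: 0% = DMSO wells given NPY plus isoproterenol and 100% = isoproterenol alone without NPY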
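material = HEK293 cells with Y1 receptor plus CNG channel | also added = NPY 25 nM then isoproterenol 1 µM plus Ro 20-1724 25 µM | schedule = dye 3 h, compound 60 min room temperature, stimulation 45 min | measured by = membrane potential fluorescence | benchmarks = high control isoproterenol alone, low control NPY with isoproterenol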
* hit, by the source's call; . = no result given.

Compound	Runt-CBFb FRET	MDM2 E3 inh	p97 ATPase inh	NPY-Y1 PAM-ag	NPY-Y1 antag	NPY2 pot ag	Runt-SMMHC FRET	Hck-Nef inh	RBBP9 inhibitor
COc1ccc(CN2CCN(Cc3ccccc3)CC2)c(OC)c1	-2	-10	2	-15	6	-6	-2	-5	-2
C=CCn1c(O)c(C(C)=NCCC2=CCCCC2)c(=O)[nH]c1=O	0	-18	-2	-9	8	-9	3	1	5
O=Cc1cn(CCCOc2ccccc2)c2ccccc12	-2	-7	3	1	-4	9	1	12	6
O=C1NC(=O)N(c2cccc(F)c2)C(=O)/C1=C/c1ccc(N2CCOCC2)cc1	4	-1	11	-1	.	-8	5	6	0
CN(C)C(=O)Oc1ccc(-c2cn3cc(C(F)(F)F)ccc3n2)cc1	-7	13	0	-4	1	-1	0	6	-5
c1ccc(C2CN3CCC2CC3)cc1 (stereo not given)	0	-14	5	-7	.	-15	-1	23	-4
CN1C(=O)c2ccccc2Sc2ccc(C(=O)N3CCC4(CC3)OCCO4)cc21	-1	-16	5	-12	-2	5	-2	33	-4
CC1(C)CC(=O)C(C=NCCN2CCN(C(=O)Cc3ccc(F)cc3)CC2)=C(O)C1	-3	-3	3	7	-6	8	-3	1	-7
c1ccc2c3c(ccc2c1)OCC1CONC31 (stereo not given)	0	7	-4	-8	6	-3	-1	21	-12
CCN(CC)c1nc2c(C)cccn2c(=O)c1C=C1C(=O)NC(=O)NC1=O	0	-10	5	-1	3	5	0	19	-3
CCOC(=O)C1CCN(/C=C2/C(=O)NC(=O)N(c3ccc(OCC)cc3)C2=O)CC1	0	-6	5	-10	11	0	0	0	-5
CN(C)C(Cc1ccc(Cl)cc1)C(=O)c1ccccc1 (stereo not given)	2	-14	2	-2	11	12	6	2	-4

(next part)
Compound	Runt-CBFb FRET	MDM2 E3 inh	p97 ATPase inh	NPY-Y1 PAM-ag	NPY-Y1 antag	NPY2 pot ag	Runt-SMMHC FRET	Hck-Nef inh	RBBP9 inhibitor
CP(=O)(O)CCCN	0	-13	6	7	-7	14	2	2	-1
C=CCn1c(O)c(C(C)=Nc2cccc(C(F)(F)F)c2)c(=O)[nH]c1=O	0	3	3	2	.	1	2	14	-2
FC(F)(F)c1ccc(CN2CCNCC2)cc1	0	-16	5	-15	4	2	-3	21	-1
O=C(c1ccccc1)c1cn(CC(=O)N2CCOCC2)c2ccccc12	2	-16	6	-15	4	4	-2	3	2
c1cncc(CNC2CCCC2)c1	2	-3	7	11	5	-11	-3	13	-4
Cc1ccc(Cn2nnnc2CN2CCC(n3nnc4ccccc43)CC2)cc1	4	-15	-4	-2	3	-1	-5	-3	-6
Cc1ccc(C2(O)CCN3CCCCC32)cc1 (stereo not given)	-2	-26	-3	-3	3	-8	-2	0	-1
O=P(O)(O)C#Cc1ccccc1	-2	-14	5	13	5	15	-2	-2	-1
Cc1ccc(-n2c(O)c(/C=N/NC(=O)c3ccncc3)c(=O)[nH]c2=O)cc1	2	-19	-6	-2	2	4	3	4	-8
CC(C(=O)Nc1ccc(Br)cc1C(=O)c1ccccc1)N1CCCCC1 (stereo not given)	-2	-6	-3	-2	3	-17	-1	1	-8
COc1cccc(NP(=O)(Oc2ccccc2Cl)Oc2ccccc2Cl)c1	-4	-1	-2	20	0	16	1	2	-13
Cc1nn(C)cc1/C=C1/CC2C3CC=C4CC(O)CCC4(C)C3CCC2(C)C1=O (stereo not given)	.	.	0	-14	-4	4	.	15	-6

(more compounds)
Compound	Runt-CBFb FRET	MDM2 E3 inh	p97 ATPase inh	NPY-Y1 PAM-ag	NPY-Y1 antag	NPY2 pot ag	Runt-SMMHC FRET	Hck-Nef inh	RBBP9 inhibitor
CCCCCCn1c(N)c(C(=O)NCCN2CCOCC2)c2nc3ccccc3nc21	28	-4	-5	-33	6	10	62*	65*	0
COc1ccc(C2C(C(=O)N3CCC4(CC3)OCCO4)CC(=O)N2c2ccc(OC)cc2)cc1 (stereo not given)	0	3	2	6	2	-8	10	-4	-5
COc1cc(CN2CCN(C(=O)COc3ccccc3)CC2)cc(OC)c1OC	2	-14	4	16	19	17	0	2	1
CCOC(=O)N1CCC(NC(=O)CCc2nc(C3=CCN(C)CC3)no2)CC1	0	-2	8	13	4	14	-2	1	-8
NC(=O)Cn1cc(C(=O)c2ccccc2F)c2ccccc21	0	-9	1	5	5	0	-3	18	-2
C=C(C=O)C[C@@H]1C[C@H](O)C2OC3C[C@]4(C)OC5/C=C\CC6OC7C(CC=CCC6OC5CCCC4OC3CC2O1)OC1CC2OC3CC(=O)OC3C[C@@H](C)C[C@@]2(C)OC1C[C@@H]7C (stereo not given in full)	-6	5	.	.	.	.	-9	25	.
O=[N+]([O-])NC1=NCN(Cc2ccco2)CN1Cc1ccco1	0	.	-1	4	-6	-6	2	-1	-11
O=C(N/N=C/c1c(O)n(Cc2ccccc2)c(=O)[nH]c1=O)c1ccccc1	-2	-14	-1	-20	1	-7	1	2	-6
CN1CCN(c2cc(N3CCCC3)c([N+](=O)[O-])cc2F)CC1	-2	-15	0	-16	8	-7	-3	1	-8
CCCCn1c(O)c(C(C)=NCc2ccc(F)cc2)c(=O)[nH]c1=O	-4	-4	4	4	4	1	3	0	-5
CN1/C(=C\C=C2C(=O)NC(=S)NC2=O)C(C)(C)c2ccccc21	-179	2	6	-7	8	18	-330	16	-8
Cc1ccc(NP(=O)(Oc2ccccc2F)Oc2ccccc2F)cc1C	-7	-7	-2	14	9	4	-1	2	-3

Next part
Compound	Runt-CBFb FRET	MDM2 E3 inh	p97 ATPase inh	NPY-Y1 PAM-ag	NPY-Y1 antag	NPY2 pot ag	Runt-SMMHC FRET	Hck-Nef inh	RBBP9 inhibitor
Cn1c(O)c(C(=O)c2ccccc2F)c(=O)n(C)c1=O	0	-5	3	-7	-2	-11	-6	1	-3
O=C1CC(=O)N(Cc2ccccc2)C(=O)N1CCCCCCN1C(=O)CC(=O)N(Cc2ccccc2)C1=O	-1	-9	2	13	.	-6	-2	34	-25
O=C(Nc1ccccc1Cl)OC1CN2CCC1CC2 (stereo not given)	2	-2	7	-9	.	-7	-2	12	-5
CCCc1nc2ccccc2c(=O)n1-c1ccc(OC)cc1	-3	-3	0	2	3	-8	1	-1	-2
O=C(Nc1ccc(Cl)cc1)Nc1nccs1	.	-4	2	-11	2	2	-4	0	5
CCOc1ccc(C2(C#N)CC[N+](C)(C)CC2)cc1	0	-16	-4	-20	-6	-5	5	-1	-5
Cn1c(O)c(C(c2ccncc2)c2c(O)n(C)c(=S)n(C)c2=O)c(=O)n(C)c1=S	8	-28	4	14	4	11	9	-16	-4
CSc1nc2ccc(C)cc2c(=O)n1-c1cccnc1	2	-21	-2	1	.	-32	-35	5	-5
COc1ccc(-n2c(=O)[nH]c3ccccc3c2=O)c(OC)c1	0	9	6	31	4	22	-6	1	-7
COCCOC(=O)C1=C(N)OC(C)=C(C(=O)OC)C12C(=O)Nc1ccccc12 (stereo not given)	2	0	4	0	-2	11	-1	0	11
Cc1ccsc1C(=O)C1CCCN(Cc2ccc(O)cc2)C1 (stereo not given)	4	-2	4	9	2	5	3	2	-3
Cc1c(N=Nc2c(O)[nH]c(=O)[nH]c2=O)c(=O)n(-c2ccccc2)n1C	9	-10	3	-5	0	5	5	16	-4

Continued:
Compound	Runt-CBFb FRET	MDM2 E3 inh	p97 ATPase inh	NPY-Y1 PAM-ag	NPY-Y1 antag	NPY2 pot ag	Runt-SMMHC FRET	Hck-Nef inh	RBBP9 inhibitor
CCn1c(=O)n(CC)c2cc([N+](=O)[O-])c(N3CCNCC3)cc21	0	-89	-3	-7	1	-7	0	-24	-7
Cc1c(/C=N/O)c2ccccc2n1C	-1	-4	-1	-11	5	-13	-3	5	4
CCCCCSc1cc(OC)c(CCN)cc1OC	-1	-10	-4	53*	-4	27	-8	0	-1
COc1ccc(CCn2c(O)c(C=NCCN3CCCCC3)c(=O)[nH]c2=O)cc1OC	1	-11	3	-5	0	7	-1	0	4
COc1ccc(C2=CC(c3ccc(OC)c(OC)c3)c3c(c4ccccc4oc3=O)O2)cc1OC (stereo not given)	-2	.	2	-16	.	-7	-1	16	0
C=CCn1c(O)c(C(CC)=Nc2cccc(C(=O)O)c2)c(=O)[nH]c1=O	3	-3	4	5	.	-12	2	18	-8
Clc1ccc2c(c1)C(c1ccccc1Cl)=NCc1nnc(N3CCN(CCSc4ccccc4)CC3)n1-2	-15	0	-2	-8	5	-10	-10	1	1
CC(C)NS(=O)(=O)c1ccc(OCC(=O)N2CCN(Cc3ccc4c(c3)OCO4)CC2)c(Cl)c1	-1	-3	-1	-10	1	2	-3	-2	-7

This is a subset. The share of hits here may be higher or lower than overall.
